Compound activity from PubChem.
14-3-3g Raf = 14-3-3 gamma protein interaction modulation; P61981; FP, 14-3-3gamma / TMR-pS259-Raf peptide binding; inhibition, % at 40 µM; hit rate 0.19% among 160,000; AID 422; in the data active = inhibition above about 30%;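 note: 0% = protein plus tracer without compound and 100% = blank with tracer alone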
Target sequence (P61981 whole entry, looked up): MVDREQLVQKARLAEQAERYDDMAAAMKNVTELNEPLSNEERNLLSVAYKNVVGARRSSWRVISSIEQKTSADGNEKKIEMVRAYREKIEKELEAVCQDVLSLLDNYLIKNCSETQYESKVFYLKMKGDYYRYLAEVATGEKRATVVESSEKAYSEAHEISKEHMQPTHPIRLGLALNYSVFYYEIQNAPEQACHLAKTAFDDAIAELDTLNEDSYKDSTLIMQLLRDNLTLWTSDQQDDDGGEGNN
The depositor's hits bear a star; & = joins results of further samples. The list is partial. The share of hits here may be higher or lower than overall.

SMILES | 14-3-3g Raf
CCOc1ccc(S(=O)(=O)Nc2cc([N+](=O)[O-])ccc2OC)c2cccnc12 | -13
O=C(COc1ccc(Cl)cc1Cl)Nc1noc2ccccc12 | 2
CNS(=O)(=O)c1cc(OC)ccc1OC | -4&-2
COc1ccc(C2C3=C(CC(C)(C)CC3=O)Nc3c2c(=O)[nH]c(=O)n3Cc2ccccc2)cc1 (configuration not stated) | -3
O=C(NCc1ccccc1)C1CCN(S(=O)(=O)N2CCOCC2)CC1 | 3
O=C(NCc1n[nH]c(=S)n1-c1cccc(C(F)(F)F)c1)c1cccc(F)c1 | 1
O=C(O)c1ccc([N+](=O)[O-])c2c1NC(C(=O)O)C1CC=CC21 (configuration not stated) | -7
Cc1ccc(-c2nc(-c3ccncc3)no2)cc1C | 6
CCOC(=O)N1CCC(n2c(SCC(=O)NCc3ccco3)nc3ccsc3c2=O)CC1 | -2
CCCCN1C(=O)NC(NC(C)=O)(C(F)(F)F)C1=O (configuration not stated) | 21
CCN(CC)CCCOc1nc(C)nc2c1oc1ccccc12 | -8
CCCCOc1ccc(C(=O)Nc2nc3c(s2)CCc2ccccc2-3)cc1 | 1

Reformatted with values ahead of the structure: part of the list above.
| 14-3-3g Raf | Compound |
| --- | --- |
| -7 | O=C(O)c1ccc([N+](=O)[O-])c2c1NC(C(=O)O)C1CC=CC21 (configuration not stated) |
| -2 | CCOC(=O)N1CCC(n2c(SCC(=O)NCc3ccco3)nc3ccsc3c2=O)CC1 |
| 3 | O=C(NCc1ccccc1)C1CCN(S(=O)(=O)N2CCOCC2)CC1 |

(listing goes on)
SMILES | 14-3-3g Raf
O=S(=O)(c1ccc(I)cc1)N1CCSC1c1ccc(Br)cc1 (configuration not stated) | 7
COc1ccccc1NC(=O)c1c(NC(=O)C(C)(C)C)sc2c1CCCCC2 | -7
O=C(c1cc(-c2ccncc2)nc2ccccc12)N1CCN(c2ccccn2)CC1 | 1&3
CN1CCN(c2cc(Nc3ccc4c(c3)OCCO4)c3c4c(onc24)-c2ccccc2C3=O)CC1 | -71
COc1ccc([N+](=O)[O-])cc1NC(=O)c1ccc(S(=O)(=O)N(C)c2ccccc2)cc1 | -3
CCN(C(=O)COC(=O)c1cccnc1SC)C1CCS(=O)(=O)C1 (configuration not stated) | 0
COC(=O)[C@@H](NC(=O)N1CCN(c2cccc(C(F)(F)F)c2)CC1)C(C)C | -4
O=C1NCCCN1Cc1ccc(F)cc1Cl | 2
CSc1cccc(NS(=O)(=O)c2cccc3cccnc23)c1 | 5
CC12CC(NC(=O)N1c1cccc(C(=O)N3CCN(Cc4ccc5c(c4)OCO5)CC3)c1)c1ccccc1O2 (configuration not stated) | -2
COc1ccc(-c2noc(COc3cccc(C)c3C)n2)cc1 | -5
Cc1cc(C)n(-c2cc(N3CCOCC3)ncn2)n1 | 1

Continued; the last 2 above are carried over.
SMILES | 14-3-3g Raf
COc1ccc(-c2noc(COc3cccc(C)c3C)n2)cc1 | -5
Cc1cc(C)n(-c2cc(N3CCOCC3)ncn2)n1 | 1
CC1(C)CC(=O)C(Sc2nnc(-c3ccc(O)cc3)n2CC2CCCO2)C(=O)C1 (configuration not stated) | -2
COc1ccc(NC(=O)Cn2c(-c3cccc(C)c3)nc3ccccc3c2=O)cc1Cl | -3
CC1CCCCC1NC(=O)CCn1c(=O)oc2ccccc21 (configuration not stated) | 2
CN(CCCNC(=O)c1cccc(N2CCCC2=O)c1)Cc1ccccc1 | -7
CCOC(=O)CSc1nc2ccccc2c(=O)n1Cc1ccccc1OC | 5
CC(Sc1ccc2c(c1)OCCO2)C(=O)Nc1ccc2c(c1)OCO2 (configuration not stated) | -1
O=C(COc1ccccc1)N1CCC(N2CCN(c3ccccc3)CC2)CC1 | -6
C=CCNC(=O)c1c[nH]n2c(=O)c(Cc3ccc(F)cc3)c(C)nc12 | -23
CC1CCCN(c2nc3c(c(=O)n(C)c(=O)n3C)n2CC(=O)c2ccc(Br)cc2)C1 (configuration not stated) | 2
COCCn1c(=O)[nH]c2cc(C(=O)N3CCN(C)CC3)ccc2c1=O | -1
CC(C)CCNC(=O)Cn1c(=O)[nH]c2ccccc2c1=O | -2
O=S(=O)(c1ccccc1)c1nc(-c2ccco2)oc1N1CCCCCC1 | 3
Cc1cc(C)c2oc(-c3cc(NC(=O)c4ccc([N+](=O)[O-])c(C)c4)ccc3O)nc2c1 | -37
CN(C(=O)COC(=O)C1c2ccccc2Oc2ccccc21)C1CCS(=O)(=O)C1 (configuration not stated) | 0
COc1ccc(Cn2c(Oc3ccccc3)nc3c2c(=O)n(C)c(=O)n3C)cc1 | -3
CCc1nc(SCC(=O)c2c[nH]c3ccccc23)n[nH]1 | -27
COc1ccc(Nc2ccnc3ccccc23)cc1 | 6&8
Cc1ccc2nsnc2c1NS(=O)(=O)c1c(C)ccc2nsnc12 | -10
CCOC(=O)c1cccc(NS(=O)(=O)c2cnc[nH]2)c1 | -4
COc1ccc(N2N=C(C(C)=O)N(c3ccccc3)C2c2ccc(N(C)C)cc2)cc1 (configuration not stated) | -34
CCC(C)n1c(=N)c(C(=O)NC2CCCCC2)cc2c(=O)n3ccccc3nc21 (configuration not stated) | -39
CCOC(=O)N1CCN(Cc2nc(-c3ccc(OC)cc3)no2)CC1 | 9
CC(=O)Nc1c(NCc2ccccc2)c2ccccc2oc1=O | -3
CCc1ccc(N2C(=O)Nc3ccc(Br)cc3C2(O)C(=O)NCc2ccc(C)cc2)cc1 (configuration not stated) | -4
CC1CCCCN1C(=O)CSc1nnc(-c2ccccc2)o1 (configuration not stated) | 0
Cc1c(N=Cc2ccc[nH]2)c(=O)n(-c2ccccc2)n1C | 8
COc1ccc(S(=O)(=O)N2CCN(CC(=O)Nc3ccc(Oc4ccccc4)cc3)CC2)cc1 | -7
Cc1ccc(S(=O)(=O)N2CCN(C)CC2)cc1 | -8
Cn1cc(C(=O)NCc2ccc3c(c2)OCO3)c2c3ccccc3n(C)c2c1=O | 6
CCC(=O)N(CCc1ccccc1)C1CC(=O)N(c2ccc(Cl)cc2)C1=O (configuration not stated) | 1
CCOc1ccc2cc(-c3csc(Nc4cccc(C(F)(F)F)c4)n3)c(=O)oc2c1 | -153
CC(=O)c1c(C)[nH]c(C(=O)Nc2cc(C)cc(C)c2)c1C | -30
S=c1[nH]nc(Cc2c[nH]c3ccccc23)o1 | -6
COC(=O)c1ccc2c(c1)C(C)(C)C1(C=Cc3cc([N+](=O)[O-])ccc3O1)N2C (configuration not stated) | -143
COc1ccc(S(=O)(=O)N(CC(N)=O)c2ccc(C)cc2)cc1 | -1
CC1CCC2C(=O)N(Cc3ccccc3)C(=O)C2C1 (configuration not stated) | -6
COc1cc(C2NC(=O)c3c(sc4c3CCCC4)N2)cc(OC)c1OC (configuration not stated) | -3
Ic1ccc(Oc2ccc(I)cc2)cc1 | -2
CCC(=O)N1CCc2cc(S(=O)(=O)NCCC(=O)NC3CCCc4ccccc43)ccc21 (configuration not stated) | -3
Cc1ccc(-n2ncc(C#N)c2/N=C/N2CCN(C)CC2)cc1 | 2
COc1ccc(Br)cc1C(=O)Nc1ccc(Cl)c(-c2nc3cc(C)ccc3o2)c1 | -113
COc1cc(OC)cc(C(=O)Nc2cccnc2)c1 | -3
Cc1ccc(C)c(S(=O)(=O)Nc2ccc(O)cc2)c1 | -2
COc1ccccc1NC(=O)C1CCN(c2ncccn2)CC1 | -4
CCOC(=O)c1ccc(N=c2sc(C(=O)OC)cc(=O)n2C2CC2)cc1 | -5
CCOC(=O)Cn1c(CN2CCc3ccccc3C2)nc2c1c(=O)n(C)c(=O)n2C | 0
O=C(O)CSC1CC(=O)N(c2cccc(Cl)c2)C1=O (configuration not stated) | -7
CN(C)S(=O)(=O)c1ccc(C(=O)NCc2ccccc2)cc1 | -3
Cc1ccc(NC(=O)c2sc3ncn(Cc4ccccc4Cl)c(=O)c3c2C)c(C)c1 | 3
CCOc1ccccc1NC(=O)NC1CC2CCCC(C1)N2Cc1nnnn1CCc1ccccc1 (configuration not stated) | -1
Cc1nn(C)c(C)c1S(=O)(=O)N1CCCC(C(=O)NCCC2=CCCCC2)C1 (configuration not stated) | -2
CCN(CC)c1ccc(NC(=O)COc2ccc3ccccc3c2Br)cc1 | -40
O=C1CCCC2=C1C(c1cccc([N+](=O)[O-])c1)N(C(=O)c1ccccc1)c1ccccc1N2 (configuration not stated) | -5
O=C(c1ccco1)N1CCN(C(=O)N2CCOCC2)CC1 | -9
O=C(O)CCC(=O)Nc1sc2c(c1C(=O)Nc1cccc3ccccc13)CCCCC2 | -34
O=C(c1cc(-c2ccncc2)nc2ccc(Cl)cc12)N1CCN(C(=O)C2CCCO2)CC1 (configuration not stated) | -13
Cc1ccc(-n2nc(C)c(S(=O)(=O)c3ccccc3)c2OC(=O)c2ccccc2[N+](=O)[O-])c(C)c1 | -3
c1ccc(-c2ccc(-c3nc(-c4cccnc4)no3)cc2)cc1 | -15
N#Cc1c(NC(=O)CSc2n[nH]c(=O)[nH]c2=O)sc2c1CCCC2 | 4
C=CCNc1ccc(F)c(F)c1N1CCCCCC1=O | 1

3 entries from above, with values ahead of the structure:
14-3-3g Raf	Structure
-15	c1ccc(-c2ccc(-c3nc(-c4cccnc4)no3)cc2)cc1
4	N#Cc1c(NC(=O)CSc2n[nH]c(=O)[nH]c2=O)sc2c1CCCC2
1	C=CCNc1ccc(F)c(F)c1N1CCCCCC1=O

Next section
SMILES | 14-3-3g Raf
O=C(Cn1c(=O)n(Cc2ccc3c(c2)OCO3)c(=O)c2ccccc21)NCCc1ccccc1 | -7
CSCC[C@H](NC(=O)NCCc1ccc(F)cc1)C(=O)O | -6
O=C(Cn1c(=O)sc2ccccc21)Nc1ccc(Cl)cc1 | 2
C=CCn1c(CCNC(=O)c2ccc(Cl)cc2)nc2ccccc21 | -5
Cc1ccc(CN2CCCNC2=O)cc1 | -16
NS(=O)(=O)c1ccccc1N1C(=O)CCC1=O | -6
COc1ccc(-n2c(=O)c3ccccc3n(CC(=O)NC3CCCCC3)c2=O)c(OC)c1 | -6
CC(C)CCNC(=O)Cn1c(=O)[nH]c2ccsc2c1=O | 3
O=C(c1ccco1)N1CCN=C1SCc1ccc(Br)cc1 | -9
CCc1ccc(NC(=O)c2ccc(C(=O)Nc3ccc(CC)cc3)cc2)cc1 | 0
Cc1cc(Nc2cccc([N+](=O)[O-])c2)c2cccc(C)c2n1 | -10
COC(=O)C(O)(NC(=O)OCc1ccccc1)C(F)(F)F (configuration not stated) | -11
CCOc1ccc(NC(=O)CSc2c[nH]c3ccccc23)cc1 | 0
COc1cccc(C(=O)N(Cc2cc3cc(C)ccc3[nH]c2=O)C(C)C)c1 | -12
COc1cc2c(cc1OC)C(COc1ccc([N+](=O)[O-])cc1)N(C(=O)c1ccc(Cl)c([N+](=O)[O-])c1)CC2 (configuration not stated) | -2
c1ccc2c(SCc3cn4cccnc4n3)ncnc2c1 | 1
CC(=O)c1cccc(NC(=O)CCNS(=O)(=O)c2cccc(C(C)=O)c2)c1 | -30
COCCNC(=O)C1CCCN(S(=O)(=O)c2cccc3nsnc23)C1 (configuration not stated) | 2
Cc1nnc(NC(=O)c2cc3ccccc3oc2=O)s1 | -8
O=C(NC1CCCC1)C(c1ccc(Cl)cc1)N1CCCC1 (configuration not stated) | -3
CCCC(=O)N(c1ccc2oc(C)c(C(=O)OCC)c2c1)S(=O)(=O)c1cc(C)ccc1C | 4
COc1ccc(OCC2c3cc(OC)c(OC)cc3CCN2C(=O)c2cccc(C)c2)cc1 (configuration not stated) | -3
CCCN1C(=O)c2cc(C(=O)NCCc3cccc(C)c3)ccc2C1O (configuration not stated) | -8
CCN(CC)c1ncnc2sc(C(=O)N(C)C3CCCCC3)c(C)c12 | -1
O=C(CN1CCN(Cc2ccccc2)C1=O)NCc1ccc(Cl)cc1 | -4&1
Cc1ccc(CNC(=O)c2cc(-c3ccccc3)nc3ccccc23)cc1 | 10
O=C(CN1C(=O)CC(c2ccco2)Sc2ccccc21)NCc1ccc2c(c1)OCO2 (configuration not stated) | -2
CSCCC1NC2(C(=O)Nc3c(C)cc(Cl)cc32)[C@@H]2C(=O)N(C3CCCC3)C(=O)[C@H]12 (some centres not stated) | -18
C=CCn1c(COc2cccc3ccc(C)nc23)nnc1SCC(=O)O | -4
CCOC(=O)c1ccc(N2C(=O)c3n[nH]c(C)c3C2c2ccco2)cc1 (configuration not stated) | 3
Cc1cccc(CSc2nncc(=O)[nH]2)c1 | -8
Cc1cc([N+](=O)[O-])ccc1N1C(=O)C2C3c4ccccc4C(c4ccccc43)C2C1=O (configuration not stated) | -3
Nc1cc(-c2ccc(Br)cc2)[nH]n1 | -7
NC(=O)CSc1nnc(-c2ccncc2)n1-c1ccc(Cl)cc1 | 6
CC(=O)Nc1nonc1-c1nc2ccccc2n1Cc1ccccc1C | 0
NC(=O)c1cc(Cl)c(C(=O)O)[nH]c1=O | -1

5 consecutive compounds already listed, quoted:
SMILES | 14-3-3g Raf
O=C(O)CSC1CC(=O)N(c2cccc(Cl)c2)C1=O (configuration not stated) | -7
CN(C)S(=O)(=O)c1ccc(C(=O)NCc2ccccc2)cc1 | -3
Cc1ccc(NC(=O)c2sc3ncn(Cc4ccccc4Cl)c(=O)c3c2C)c(C)c1 | 3
CCOc1ccccc1NC(=O)NC1CC2CCCC(C1)N2Cc1nnnn1CCc1ccccc1 (configuration not stated) | -1
Cc1nn(C)c(C)c1S(=O)(=O)N1CCCC(C(=O)NCCC2=CCCCC2)C1 (configuration not stated) | -2

Going on with the list:
SMILES | 14-3-3g Raf
CCCCOc1cccc(NC(=O)c2ccccc2OC)c1 | -11
COc1ccc2c(c1)c1n[nH]c(=S)nc1n2C | -1
CCn1c(SCC(=O)Nc2oc(-c3ccccc3)c(-c3ccccc3)c2C#N)nnc1-c1ccco1 | -4
Cc1ccc(C)c(N2C(=O)c3ccc(C(=O)OCC(=O)c4ccccc4)cc3C2=O)c1 | -1
Cn1c(SCC(=O)NCCc2ccccc2)nc2c([nH]c3ccccc32)c1=O | -5
